HEK293 cAMP cs: qHTS Assay for Agonists of the Thyroid Stimulating Hormone Receptor: Activators of Intracellular cAMP Concentrations in Parental HEK 293. AID 938, 2007. Potency, µM (top dose mostly 57.1 µM), for the others: top-dose activation, hits mostly activators. hit rate 2.5% among 73,000. parental HEK293 CNG cAMP sensor, membrane potential fluorescence; also: potency is read from the fitted curve at half-maximal effect; % of control where 0% means no effect; nearly all actives have a fitted effect of over 55% in size
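Parental HEK 293 cells stably expressing a cAMP-gated CNG channel were loaded with membrane potential dye containing 100 uM RO 20-1724 for 60 min. Compound added for 30 min; depolarization read as fluorescence intensity at 590 nm.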
CRE Fsk mod: Cell signaling CRE-BLA (Fsk stim); Potency, µM (doses to about 38.2 µM), for the others: top-dose activity change, negative = inhibition, actives largely listed as activators; CHO CRE-bla reporter (cAMP response element driving beta-lactamase), forskolin EC10, beta-lactamase ratio; hit rate 2.5% among 71,000; AID 662, 2007; active = well fitted activation curve with a large enough effect in the signal ratio, with a control signal flat, not every such curve was filed as active; inconclusive = small, poorly fitted or top-dose-only effect, or effect the other way, or a change in a side signal; the % refers to the signal ratio; also: potency is read from the fitted curve at half-maximal effect; % of control where 0% means no effect
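qHTS titration format; CRE-bla CHO reporter; stimulus EC10 NKH 477, a water-soluble forskolin. Read: CCF4 460/530 nm ratio. Potency expressed as AC50 for activators or inhibitors.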
ERK AVP inh: qHTS Assay for Inhibitors of the ERK Signaling Pathway using a Homogeneous Screening Assay | HEK293-V1b, vasopressin-stimulated pERK AlphaScreen | Potency, µM (top dose mostly 57.5 µM), for inactives: top-dose activity, negative = inhibition, actives largely listed as inhibitors | hit rate 0.99% among 72,000 | AID 995, 2007; also: potency is read from the fitted curve at half-maximal effect; % is scaled to controls: 0 for no effect and ±100 for the full control effect; nearly all actives have a fitted effect of over 55% in size
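Phosphorylated ERK1/2 detected via AlphaScreen bead proximity in lysates of V1b-expressing HEK293 cells given 25 nM vasopressin for 5 min after 30 min compound exposure (37 °C). AC50 from Hill equation; basal DMSO 0%, vasopressin 100%.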
Caspase-1 inhib: qHTS Assay for Allosteric/Competitive Inhibitors of Caspase-1 | P29466 | Caspase-1 enzyme, Ac-WEHD-AFC fluorogenic rate | Potency, µM (titrated, usually from 57.5 µM), for the others: at the top dose activity change, negative = inhibition, usual class: inhibitors | hit rate 0.03% among 75,000 | AID 900, 2007;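 also: potency is read from the fitted curve at half-maximal effect; plate controls were vehicle for no effect and no substrate for full effect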
Target sequence (P29466 120-297 limits assumed): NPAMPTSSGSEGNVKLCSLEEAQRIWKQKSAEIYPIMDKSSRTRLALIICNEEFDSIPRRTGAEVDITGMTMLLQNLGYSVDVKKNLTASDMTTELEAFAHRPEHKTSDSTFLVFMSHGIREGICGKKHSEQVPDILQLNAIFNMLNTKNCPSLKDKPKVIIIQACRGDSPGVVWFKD
Target sequence (P29466 317-404 limits assumed): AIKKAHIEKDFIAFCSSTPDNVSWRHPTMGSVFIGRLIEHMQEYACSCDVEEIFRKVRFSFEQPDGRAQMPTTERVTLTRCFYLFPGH
Casp7 inh: qHTS Assay for Allosteric/Competitive Inhibitors of Caspase-7 | P55210 | recombinant caspase-7, Ac-DEVD-AFC fluorescence rate | Potency, µM (titrated, usually from 57.5 µM), for the others: at the top dose activity change, negative = inhibition, actives largely listed as inhibitors | hit rate 0.02% among 75,000; active = well fitted inhibition curve with a large enough effect in the main read-out, with a control signal flat, not every such curve was filed as active; inconclusive = small, poorly fitted or top-dose-only effect, or a change in a side signal; also: potency is read from the fitted curve at half-maximal effect; % of control where 0% means no effect
BRCT inh red: qHTS Assay for Inhibitors of BRCT-Phosphoprotein Interaction (Red Fluorophore). Potency, µM (titrated, usually from 76.9 µM), for inactives: top-dose activity change, negative = inhibition, actives largely listed as inhibitors. hit rate 0.03% among 75,000. AID 892, 2007. BRCT-phosphopeptide binding, red fluorescence polarization; also: % is scaled to controls: 0 for no effect and ±100 for the full control effect
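Fluorescence polarization: 100 nM His-tagged BRCA1 BRCT with 100 nM TAMRA-labelled phospho-BACH1 decapeptide, phosphate buffer pH 7.3 with 150 mM NaCl, DTT, 0.01% Tween 20; 12 min RT. Binding inhibition seen as FP decrease.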
BRCT inh green: qHTS Assay for Inhibitors of BRCT-Phosphoprotein Interaction (Green Fluorophore); BRCA1 BRCT-phosphopeptide binding, green fluorescence polarization; AID 875, 2007; hit rate 0.05% among 75,000; Breast cancer type 1 susceptibility protein (Homo sapiens), P38398; Potency, µM (doses to about 76.9 µM), inactives show top-dose activity change, negative = inhibition, actives largely listed as inhibitors;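 also: potency is read from the fitted curve at half-maximal effect; plate controls were peptide without protein for full effect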
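Fluorescence polarization: His-tagged BRCT (~35 kDa BRCA1 C-terminus, 250 nM) bound to 100 nM fluorescein-labeled phosphorylated 10-aa BACH1 peptide, pH 7.3 phosphate buffer with DTT and Tween 20. Compounds incubated 12 min at room temperature; inhibition read as lowered polarization.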
Luciferase inh: qHTS Assay for Inhibitors of Firefly Luciferase. Luciferin 4-monooxygenase (Photinus pyralis), P08659. purified firefly luciferase, luminescence, 8 min. Potency, µM (series often up to 57.1 µM), inactives show at the top dose activity change, negative = inhibition, hits mostly inhibitors. hit rate 2.2% among 72,000; also: potency is read from the fitted curve at half-maximal effect; % is scaled to controls: 0 for no effect and ±100 for the full control effect; nearly all actives have a fitted effect of over 40% in size
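Firefly luciferase (PKLight detection mix) with 10 uM ATP in pH 7.2 imidazole buffer (KCl, MgCl2, Tween 20, BSA). Compounds tested across a concentration series (qHTS). Luminescence read after 8 min at ambient temperature.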
USP2a inh: qHTS Assay for Inhibitors of Ubiquitin-specific Protease USP2a; USP2a enzymatic assay, qHTS inhibition; hit rate 0.1% among 60,000; Potency, µM (top dose mostly 38.3 µM), inactives show at the top dose activity change, negative = inhibition, hits mostly inhibitors; Ubiquitin carboxyl-terminal hydrolase 2 (Homo sapiens), O75604;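 also: potency is read from the fitted curve at half-maximal effect; nearly all actives have a fitted effect of over 60% in size; plate controls were DMSO for no effect and NEM full inhibition control for full effect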
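USP2 core (20 nM final) was preincubated with compound for 30 min at RT in 20 mM Tris-HCl pH 8.0, 2 mM CaCl2, 2 mM beta-mercaptoethanol; Ub-PLA2 (20 nM) plus NBD C6-HPC (20 uM) then added, fluorescence read after 2.5 h.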
A350 fluor: qHTS Assay for Spectroscopic Profiling in A350 Spectral Region. AID 590, 2007. Compound autofluorescence, 340/450 nm, Alexa 350 dye-equivalents; hits give high values. hit rate 11% among 59,000. max dye-equivalent concentration, M; in the data active = max dye-equivalent concentration above about 10 nM; inconclusive = mostly about 1.1 nM to 9.6 nM
Tau filament bind: qHTS Assay for Tau Filament Binding; recombinant tau filaments, thioflavin S fluorescence, 15 h; filaments grown with octadecylsulfate alongside compound; hit rate 2% among 71,000; Potency, µM (titrated, usually from 57.1 µM), for inactives: top-dose activity change, negative = inhibition;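 also: potency is read from the fitted curve at half-maximal effect; % is scaled to controls: 0 for no effect and ±100 for the full control effect; actives lower thioflavin S fluorescence by blocking filaments or displacing dye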
Target sequence (P10636 whole entry, looked up): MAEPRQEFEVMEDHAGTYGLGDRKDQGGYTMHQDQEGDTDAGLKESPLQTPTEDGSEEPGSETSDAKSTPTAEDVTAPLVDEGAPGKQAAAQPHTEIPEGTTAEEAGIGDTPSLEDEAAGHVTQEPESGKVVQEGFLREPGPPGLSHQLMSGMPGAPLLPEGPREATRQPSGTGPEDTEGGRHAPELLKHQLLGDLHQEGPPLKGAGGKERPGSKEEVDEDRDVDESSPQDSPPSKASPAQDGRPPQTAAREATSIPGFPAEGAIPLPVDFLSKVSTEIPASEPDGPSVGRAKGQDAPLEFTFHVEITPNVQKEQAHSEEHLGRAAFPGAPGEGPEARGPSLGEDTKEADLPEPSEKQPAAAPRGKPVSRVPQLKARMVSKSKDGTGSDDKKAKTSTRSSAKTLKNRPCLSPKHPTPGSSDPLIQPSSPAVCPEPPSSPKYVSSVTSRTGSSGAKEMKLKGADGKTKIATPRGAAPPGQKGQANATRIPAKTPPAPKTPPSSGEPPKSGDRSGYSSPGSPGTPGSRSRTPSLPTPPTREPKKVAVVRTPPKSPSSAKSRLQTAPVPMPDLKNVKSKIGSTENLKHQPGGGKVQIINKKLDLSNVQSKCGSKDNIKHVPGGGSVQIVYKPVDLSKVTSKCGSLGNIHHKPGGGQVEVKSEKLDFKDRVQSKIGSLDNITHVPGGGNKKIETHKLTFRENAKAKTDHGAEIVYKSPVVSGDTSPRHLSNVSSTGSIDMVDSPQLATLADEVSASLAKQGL
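Thioflavine S fluorescence (ex 450, em 510 nm) reports filaments formed from 1 uM human tau plus 30 uM ODS over 15 h at 37 C (10 mM HEPES pH 7.4, 100 mM NaCl, 5 mM DTT); compounds displacing dye or blocking filaments lower signal.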
An asterisk follows results filed as active; i = inactive; ? = inconclusive; . = not tested or not shown; [ ] = dose if it differs, or a comment. Unless noted, calls follow the shape of the dose curve; as a rule, active = well fitted curve in the direction sought with a large enough effect; inconclusive = small, poorly fitted or top-dose-only effect, or another doubt; inactive = no such curve, though single readings can be large; an effect the other way counts as inactive or inconclusive.

SMILES	HEK293 cAMP cs	CRE Fsk mod	ERK AVP inh	Caspase-1 inhib	Casp7 inh	BRCT inh red	BRCT inh green	Luciferase inh	USP2a inh	A350 fluor	Tau filament bind
CCOC(=O)c1cnc2nc(COc3ccccc3)[nH]n2c1=O	15%	-5%	-15%	-2%	-2%	-0.7%	0.2%	3%	7%	i	-2%
C=CCSCC(N)C(=O)O (stereo unspecified)	.	.	17%	-3%	4%	0.9%	-2.2%	.	-10%	.	.
COc1ccc(CN2CCN(c3ccccn3)CC2)c(OC)c1	9%[11.4 µM]	?	-26%	-2%	-1%	0.7%	-3.3%	2%	7%[7.66 µM]	.	-1%[11.4 µM]
Cc1ccc(-c2nnc3ccc(SCC(=O)NCc4ccco4)nn23)cc1	-6%	-10%	-3%	1%	0%	0.8%	-2.7%	3%	4%	6.4e-08M*	-12%
Nc1nc(NCc2ccccc2)nc(-c2ccccc2)n1	3%	?	-6%	-1%	-2%	-1.9%	1.5%	0%	2%	i	-23%
Cc1c(C(=O)N2CCOCC2)oc2c1C(=O)CC(C)(C)C2	-1%	-3%	-7%	1%	-1%	1.6%	0.2%	2%	-5%	i	11%
CCOc1ccccc1Nc1cc(C)nc2nc(C)nn12	8%	?	-12%	-4%	-3%	0.0%	-0.9%	0%	.	.	-5%
O=C(NC1CCCCC1)c1ccc2c(=O)n(CC3CCCO3)c(=O)[nH]c2c1 (stereo unspecified)	4%	?	20%	-2%	0%	0.8%	1.3%	-1%	0%	1.5e-08M*	-6%
CCOc1ccc(C(=O)N2CCN(c3cccc(C)c3C)CC2)cc1	19%[11.4 µM]	?	-8%	-3%	-6%	0.2%	-1.3%	-2%	2%[7.66 µM]	.	0%[11.4 µM]
CC1CCN(c2ccc(C(=O)NCCc3ccccc3)cn2)CC1	?	2%	-10%	0%	-1%	2.5%	-3.9%	-8%	0%	i	-1%
COC(=O)CSc1nc(-c2ccccc2)cc(-c2ccco2)c1C#N	?	11%	-10%	-6%	-13%	-0.6%	9.8%	-4%	48%[activator]	6.6e-08M*	-11%
CCCOc1ccccc1NC(=O)c1ccc(N)cc1	8%	9%	4%	0%	-1%	-0.1%	-1.9%	-2%	-1%	i	3%
CCc1nc(-c2ccc(-c3ccc(OC)cc3)nc2OC)no1	?	?	16%	-14%	-5%	-1.0%	2.3%	-14%	.	5.1e-08M*	15%
CCOC(=O)N1CCC(Nc2c(NCCCN(CC)c3cccc(C)c3)c(=O)c2=O)CC1	-2%	0%	14%	2%	-2%	-0.4%	-1.0%	3%	.	.	28%
COc1ccc(NC(=O)N2CCCC3(CCN(C(=O)c4ccco4)CC3)C2)cc1	8%	-3%	-3%	-3%	0%	0.0%	-2.5%	2%[11.4 µM]	27%	i	-1%
CCOC(=O)N1CCN(C(=O)c2ccc(N3C(=O)c4ccccc4C3=O)cc2)CC1	14%	-15%	3%	0%	0%	0.2%	-1.9%	-2%	11%	i	-11%
Cc1ccccc1-c1nnc(-c2ccc(Cl)cc2)o1	?	?	20%	-4%	-1%	0.1%	0.1%	-19%	6%[7.66 µM]	.	84%[11.4 µM]
CN(C)C(CNC(=O)NC1CCCCC1)c1cccnc1 (stereo unspecified)	2%	-5%	23%	-1%	2%	0.3%	-1.3%	0%	11%	i	1%
COc1ccc2c(c1OC)C(=O)OC2Nc1ccccc1S(=O)(=O)C(F)F (stereo unspecified)	7%	-1%	1%	-1%	0%	0.5%	-2.4%	0%	2%	i	-7%
Cc1nc2nc(-c3cccnc3)[nH]n2c(=O)c1Cc1ccccc1	5%	5%	0%	0%	2%	2.2%	-1.6%	2%	1%	i	-1%
C=CCSc1nnc(Cn2c(=O)sc3ccccc32)n1C	9%	-4%	0%	1%	-1%	-0.7%	-3.2%	2%	.	.	-22%
Cc1noc(C)c1S(=O)(=O)NCCCN1CCN(Cc2ccccc2)CC1	4%	-6%	20%	-1%	0%	-2.5%	-0.7%	7%	4%	i	-1%
COCCn1c(C23CC4CC(CC(C4)C2)C3)n[nH]c1=S	11%	12%	-15%	1%	0%	-0.4%	-1.6%	-1%	8%	i	-6%
CC(C)(C)NC(=O)CN(C(=O)CS(=O)CC(=O)Nc1ccc(F)cc1)c1ccc(Cl)cc1 (stereo unspecified)	-22%	?	5%	-1%	1%	-1.2%	-1.8%	3%	24%	i	-14%
Oc1cccc2ccc(SSc3ccc4cccc(O)c4n3)nc12	5%[11.4 µM]	-6%[7.6 µM]	14%[11.5 µM]	-3%[11.5 µM]	-3%[11.5 µM]	1.3%[15.4 µM]	-1.9%[15.4 µM]	0%[11.4 µM]	.	i	-20%[11.4 µM]

(cont.)
SMILES	HEK293 cAMP cs	CRE Fsk mod	ERK AVP inh	Caspase-1 inhib	Casp7 inh	BRCT inh red	BRCT inh green	Luciferase inh	USP2a inh	A350 fluor	Tau filament bind
CCCCCn1c(N(C)Cc2ccccc2)nc2c1c(=O)[nH]c(=O)n2C	?	10µM*	.	-4%	2%	1.0%	-2.2%	1%	.	.	25%
CCCCNc1nc2ccccc2n1CC(=O)N1CCc2ccccc2C1	2µM*	?	9%	-1%	2%[0.00368 µM]	-1.3%	-1.2%	-3%	7%	i	?
O=C1c2ccccc2NC(c2ccccn2)N1c1ccc(Cl)cc1 (stereo unspecified)	?	-4%	-25%	?	-25%	0.8%	-0.6%	-5%	3%	4.5e-07M*	0%
Cc1cc(Oc2ccccc2)nc(OCC#N)n1	6%	19%	25%	-3%	-1%	-0.6%	2.1%	3%	-4%	i	19%
CCOC(=O)Nc1sc(NS(=O)(=O)c2ccccc2)nc1C	4%[11.4 µM]	-2%	-14%	-3%	0%	0.4%	1.0%	0%	-3%	.	13%
O=C(NCc1ccco1)c1ccc2c(=O)n(CCC3=CCCCC3)c(=O)[nH]c2c1	-3%	?	0%	-6%	0%	0.5%	-0.9%	2%	-1%	i	143%
Cc1ccnc(NC(=O)CCC(=O)N(CC(=O)NCCc2ccccc2)Cc2ccco2)c1	?	-5%	-25%	2%	-1%	-0.3%	0.4%	4%	14%	i	6%
COCc1nnc(NC(=O)CSc2ccc(C)cc2)s1	?	-3%	?	-1%	-2%	-0.4%	1.0%	1%	-4%	i	-8%
Cn1c(CNC(=O)c2ccc(F)cc2)nc2ccccc21	-3%	5%	.	-5%	1%	-0.7%	-0.9%	0%	.	.	-22%
CCOC(=O)c1sc(C)c2c(=O)n(CC)nnc12	-1%	?	-18%	-2%	0%	0.9%	-0.6%	4%	3%	2.2e-08M*	-19%
CC(C)=C[C@H]1[C@@H](COC(=O)c2ccccc2Cl)C1(C)C	?	-2%[7.6 µM]	-7%[11.5 µM]	-2%[11.5 µM]	3%[11.5 µM]	0.4%[15.4 µM]	0.2%[15.4 µM]	-1%[11.4 µM]	.	i	1%[11.4 µM]
Cc1c(NCc2nc3ccccc3[nH]2)c(=O)n(-c2ccccc2)n1C	5%	13%	-11%	4%	-1%	0.7%	-2.8%	?	1%	i	12%
CCN(Cc1ccccc1)C(c1ccncc1)c1nnnn1C(C)(C)C (stereo unspecified)	?	0%	5%	2%	1%	-0.4%	-6.2%	0%	0%	i	-12%
Cc1cccc(N2CC3=C(C2=O)C(c2ccccc2)NC(=O)N3C)c1 (stereo unspecified)	2%	-3%	-15%	-5%	-4%	0.3%	0.8%	-6%	17%	?	7%
NC(=O)C1CC(=O)N(Cc2ccc3c(c2)OCO3)C(=Nc2ccccc2)S1 (stereo unspecified)	1%	-9%	-12%	2%	5%	-0.1%	2.7%	-1%	12%	?	4%
CCOC(=O)c1[nH]c(C)c(C(=O)Nc2ccc(Cl)cc2)c1C	-3%	-3%	-4%	-4%	1%	-1.5%	-1.5%	-1%	.	.	82%
CCOC(=O)N1CCC(NC(=O)c2cn(-c3ccc(OC)cc3)c(=O)c3ccccc23)CC1	3%	-6%	-7%	-3%	-1%	-1.9%	-3.4%	0%	14%	i	15%
Cc1cccc(C)c1NS(=O)(=O)c1ccc(F)cc1	12%	?	3%	-1%	1%	-0.4%	-1.4%	3%	2%	i	-9%
Nc1cc(=O)nc(SCc2ccccc2)n1Cc1ccco1	2%	?	-13%	-1%	-1%	-3.2%	0.2%	-1%	12%	i	-11%
COc1ccc(CCNC(=O)CSc2nnnn2-c2ccccc2)cc1	29%	-11%	7%	2%	1%	0.6%	-0.5%	2%	6%	.	-6%
